FEN1 inh – qHTS Assay for the Inhibitors of Human Flap endonuclease 1 (FEN1). 390,000 tested, 0.35% active. Potency, µM (top dose mostly 114 µM), without a hit: top-dose activity change, negative = inhibition, hits mostly inhibitors. Recombinant FEN1 flap cleavage, fluorescence, 15 min. P39748; further: nearly all actives have a fitted effect of over 65% in size
Target sequence (P39748 whole entry, looked up): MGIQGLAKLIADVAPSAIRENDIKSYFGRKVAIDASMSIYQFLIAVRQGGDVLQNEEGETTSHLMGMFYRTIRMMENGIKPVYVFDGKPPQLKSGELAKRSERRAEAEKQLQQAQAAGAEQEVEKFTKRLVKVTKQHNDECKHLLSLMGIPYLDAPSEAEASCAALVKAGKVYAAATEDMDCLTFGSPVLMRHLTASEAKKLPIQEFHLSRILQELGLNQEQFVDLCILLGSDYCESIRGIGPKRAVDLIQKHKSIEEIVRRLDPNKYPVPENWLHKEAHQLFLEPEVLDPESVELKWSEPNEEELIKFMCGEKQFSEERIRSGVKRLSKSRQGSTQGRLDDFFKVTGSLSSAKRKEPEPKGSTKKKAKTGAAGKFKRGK
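FEN1 at 10 nM preincubated with compounds 15 min at room temperature, then flap DNA substrate added at 50 nM final. Signal read at 0 and 15 min; concentration-response fitted with four-parameter Hill equation.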
N370S GC – qHTS Assay for Inhibitors and Activators of N370S glucocerebrosidase as a Potential Chaperone Treatment of Gaucher Disease. Lysosomal acid glucosylceramidase (Homo sapiens), P04062. N370S GC spleen homogenate, 4MU-glucoside fluorescence. Potency, µM (highest dose often 59.4 µM), for inactives: top-dose activity change, negative = inhibition, usual class: inhibitors. 330,000 tested, 0.092% active;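 further: 0% = full enzyme activity and -100% = no enzyme basal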
TDP1 inh – qHTS Assay for Inhibitors of Tyrosyl-DNA Phosphodiesterase (TDP1). recombinant TDP1, AlphaScreen DNA substrate cleavage. Potency, µM (titrated, usually from 130 µM), without a hit: at the highest dose activity change, negative = inhibition, usual class: inhibitors. Tyrosyl-DNA phosphodiesterase 1 (Homo sapiens), Q9NUW8. 350,000 tested, 0.28% active; further: nearly all actives have a fitted effect of over 40% in size
Target sequence (Q9NUW8 whole entry, looked up): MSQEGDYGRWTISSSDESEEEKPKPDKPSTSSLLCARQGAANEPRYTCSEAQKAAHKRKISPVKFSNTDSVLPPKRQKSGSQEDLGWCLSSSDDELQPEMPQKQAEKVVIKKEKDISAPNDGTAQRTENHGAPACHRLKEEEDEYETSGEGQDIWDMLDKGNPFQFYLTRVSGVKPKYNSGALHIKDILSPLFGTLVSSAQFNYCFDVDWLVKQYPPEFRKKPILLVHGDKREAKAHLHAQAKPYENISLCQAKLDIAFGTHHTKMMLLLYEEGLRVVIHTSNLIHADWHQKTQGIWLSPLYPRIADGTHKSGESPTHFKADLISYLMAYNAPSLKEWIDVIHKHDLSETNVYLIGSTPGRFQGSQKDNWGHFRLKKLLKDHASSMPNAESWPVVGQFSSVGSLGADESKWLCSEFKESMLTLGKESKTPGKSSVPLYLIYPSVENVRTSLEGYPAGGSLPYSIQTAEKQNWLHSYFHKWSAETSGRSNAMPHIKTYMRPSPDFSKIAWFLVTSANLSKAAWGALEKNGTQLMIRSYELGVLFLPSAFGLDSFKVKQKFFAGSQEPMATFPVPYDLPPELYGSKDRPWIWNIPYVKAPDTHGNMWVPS
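Enzyme-compound mixtures sat 15 min at room temperature, followed by a 5 min reaction with 15 nM final substrate and 10 min with AlphaScreen beads. Recombinant human Tdp1 was used at 1 nM final.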
* hit, by the source's call; ? = inconclusive; . = no result given; & = joins results of further samples; [ ] = another dose, or the depositor's remark. The call rests on the fitted dose curve; in most records, active means well fitted curve in the direction sought with a large enough effect; inconclusive means small, poorly fitted or top-dose-only effect, or another doubt; inactive means no such curve, though single readings can be large; an effect the other way counts as inactive or inconclusive. Unless noted, on the % scale 0 is the no-effect control and ±100 the full control effect; potency means the concentration at half of the fitted maximal effect. A portion of the library; the hit share may differ from the screen's.

SMILES	FEN1 inh	N370S GC	TDP1 inh
CC(=O)N1CC2CC(C1)c1cccc(=O)n1C2 (stereo unspecified)	.	5%	12%[56.1 µM]
OC1(c2cccnc2)CC2CCC(C1)N2Cc1nnnn1Cc1ccccc1 (stereo unspecified)	10%	17%	-3%
Cn1cccc1/C=C1/C(=O)NC(=O)N(Cc2ccc(F)cc2)C1=O	-6%	-3%	.
COC(=O)C1=C(c2ccccc2)C[C@@H]2CC[C@H]1N2C	2%	.	0%
CC(C)(O)[C@H]1O[C@@H]2CC[C@]3(C)[C@@]4(C)c5[nH]c6ccccc6c5C[C@@H]4CC[C@]3(O)C2=CC1=O	.	-10%	13%
Cc1ccc(N2C(=O)NC(=O)/C(=C\c3ccc(N4CCOCC4)cc3)C2=O)cc1	-5%	-7%	-1%
COc1ccc(NP(=O)(Oc2ccccc2OC)Oc2ccccc2OC)cc1	-15%	17%	10%
CN1OC[C@@H]2COc3ccc4ccccc4c3[C@@H]21	13%	-4%	0%
Cc1nc2ccc(N3CCN(C)CC3)cc2nc1C	-13%	3%	9%
C=C1[C@@H](C)[C@H]2[C@H](Cc3ccccc3)NC(=O)[C@]23[C@H](OC(C)=O)/C=C/[C@](C)(O)C(=O)[C@@H](C)C/C=C/[C@H]3[C@@H]1O	.	-4%&7%	6%&7%
COc1ccc(OC)c(C(c2c(O)c3ccccc3oc2=O)c2c(C)n(C)n(-c3ccccc3)c2=O)c1 (stereo unspecified)	-3%&-6%	-6%	1%&3%
C=C(C)Cn1c(=O)n(CC2CS2)c2ccccc21 (stereo unspecified)	-7%	-1%	-3%
Cc1cc(OCC(=O)N2C[C@H]3C[C@@H](C2)c2cccc(=O)n2C3)c2c(C)cc(=O)oc2c1	-4%	-1%	.
COC(=O)C1C(O)CC2CCC1N2C (stereo unspecified)	18%	.	2%
C=CCN1CC[C@]23c4c5ccc(O)c4O[C@@H]2/C(=N/N=C2\CC[C@@]4(O)C6Cc7ccc(O)c8c7[C@@]4(CCN6CC=C)[C@@H]2O8)CC[C@@]3(O)C1C5	.	-1%	10%[56.1 µM]
COc1ccc(Cl)cc1NC(=O)c1sc2nc3c(cc2c1N)N1CCC3CC1	1%	.	5%
CCOc1ccc(NC(=O)c2c(C)nn(Cc3ccccc3)c2Cl)cc1	-8%	9%	0%
O=S(=O)(c1ccccc1)N1CCN2CCCC2C1 (stereo unspecified)	3%	-4%	2%
COC1CC(OC2CC[C@@]3(C=O)C4CC[C@]5(C)C(C6=CC(=O)OC6)CC[C@@]5(O)C4CC[C@]3(O)C2)OC(C)C1O (stereo partly specified)	.	-7%	11%[56.1 µM]
C=CC[C@]1(O)CC[C@H]2[C@@H]3CCC4=CC(=O)CCC4=C3C=C[C@@]21C	.	-2%	6%

Full records as entered above. Values in the order: FEN1 inh, N370S GC, TDP1 inh
Record of C=C(C)Cn1c(=O)n(CC2CS2)c2ccccc21 (stereo unspecified) = -7%, -1%, -3%
Record of C=CC[C@]1(O)CC[C@H]2[C@@H]3CCC4=CC(=O)CCC4=C3C=C[C@@]21C = ., -2%, 6%
Record of COc1ccc(Cl)cc1NC(=O)c1sc2nc3c(cc2c1N)N1CCC3CC1 = 1%, ., 5%
Record of CCOc1ccc(NC(=O)c2c(C)nn(Cc3ccccc3)c2Cl)cc1 = -8%, 9%, 0%

Next results follow:
SMILES	FEN1 inh	N370S GC	TDP1 inh
C[C@H]1CCC/C=C/C2C[C@H](O)CC2[C@H](O)/C=C/C(=O)O1 (stereo partly specified)	13%	10%	3%
Clc1ccc(N2CC2c2ccncc2)cc1 (stereo unspecified)	3%	-9%	.
CNC1C2CN3CCC(O2)C13 (stereo unspecified)	.	-5%	11%[56.1 µM]
O=c1cccc2n1CC1CC2CN(c2ncnc3c2cnn3-c2ccc(Cl)cc2)C1 (stereo unspecified)	7%	7%	2%
CCN1CCN(Cc2cc(OC)c(OC)cc2[N+](=O)[O-])CC1	15%	-30%	5%
O=C1C=C2C=C[C@H]3C[C@]2(O1)[C@@H]1CCCCN13	1%	3%	-1%
CCCCCCC(=O)c1c(O)n(-c2ccc(OC)cc2)c(=O)[nH]c1=O (tested in a mixture with another compound)	1%	6%	5%
COC1=CC(=O)O[C@@H](/C=C/c2ccccc2)C1	13%	-4%&5%	10%
C=CCN1C(=O)/C(=C/c2cc(C)n(-c3ccccn3)c2C)C(=O)NC1=S	-3%	-1%	-8%
COc1cc(OC2CCN(C(C)=O)CC2)ccc1C(=O)N1CCC(N2C(=O)OCc3ccccc32)CC1	.	-4%	5%
CC(=O)CC(c1ccccc1)c1c(O)c2cccc(O)c2oc1=O (stereo unspecified)	.	-10%	3%
FC(F)(F)c1cccc(-n2nnnc2C2(N3CCOCC3)CCCCC2)c1	-20%	7%	-2%
COc1ccccc1CCNC(=O)CCC(=O)N1CC2C[C@@H](C1)Cn1c2cccc1=O	-10%	0%	.
O=C(c1ccc(-c2ccccc2)cc1)C1CCCN(Cc2ccn[nH]2)C1 (stereo unspecified)	4%	-6%	0%
COc1ccccc1N1C(=O)NC(=O)/C(=C\c2cnn(-c3ccccc3)c2)C1=O	-3%	-11%	-5%
Cc1cc(O)ccc1Cl	.	0%&12%	11%[56.1 µM]
CN(CCc1ccccc1)C(=O)c1ccc(NC(=O)Cc2cccc([N+](=O)[O-])c2)cc1	?	.	4%
COC(=O)CC1(Cc2ccccc2)C(=O)NC(=O)NC1=O	5%	1%	8%
O=C1OC(=O)C2C3CCC(O3)C12 (stereo unspecified)	.	6%&1%&9%&2%	?
c1ccc(C(OCCN2CCNCC2)c2ccccc2)cc1	-6%	12%	1%
O=c1c2ccccc2nc(N2CCCC2)n1-c1ccc(Cl)cc1	-19%	.	0%
c1ccoc1	.	9%	15%
CC1=C(/C=C/c2ccccc2)CCN(C)C1	4%	13%	-3%
COc1cc(-c2oc3cc(O)cc(O)c3c(=O)c2O)ccc1O	?	-4%&-4%	15%&0%
O=C(c1cccc2ccccc12)C1CCCN(C2CCC2)C1 (stereo unspecified)	11%	-3%	4%
COc1ccc(C(C)=O)cc1CC(C(=O)c1ccc(F)cc1)N(C)C (stereo unspecified)	-19%	3%	1%
Clc1ccc(C2N3CCCN23)c(Cl)c1 (stereo unspecified)	1%	5%	-2%
O=C(O)c1cc2ccccc2oc1=O	0%	-15%	1%
Cc1ccc(S(=O)(=O)N2CN3CCN(C3)C2)cc1	1%	4%	2%
C=CCc1cc(C=C2C(=O)N(C)C(=O)N(C)C2=O)cc(OCC)c1OCc1ccccc1	-8%	17%	.

Going on with the list:
mol	FEN1 inh	N370S GC	TDP1 inh
CCCCNC(=O)Nc1ccc(C(O)(C(=O)OCC)C(F)(F)F)cc1 (stereo unspecified)	-15%	-4%	-1%
COc1ccccc1CN1CCN(C(=O)COc2cccc(C)c2)CC1	2%&-1%	0%	-5%
CC1=NN(c2ccccc2)C(=O)/C1=C/c1c(O)[nH]c(=S)[nH]c1=O	7%	6%	?
CC1(C)[C@@H](O)C[C@H]2[C@](C)(O)[C@@H]3CC[C@H]4[C@@H](O)[C@@]3(C[C@@H](O)[C@@]21O)C[C@@]4(C)O	.	6%&5%	10%&4%
Clc1ccc2[nH]c3c(c2c1)CCNC3	-11%	-7%	8%
COC(=O)C1=C(c2ccc(F)cc2OCc2ccccc2)C[C@@H]2CC[C@H]1N2C(=O)NCc1ccc(N(C)C)cc1	0%	.	9%
CN1C2CCC1/C(=C/c1ccccn1)C(=O)/C2=C\c1ccccn1	-1%	-25%	13%
CN(C)c1ccc(/C=C/C=C2/C(=O)NC(=O)N(c3ccccc3)C2=O)cc1	?	-11%	3%

2 of these compounds, reformatted:
CN1C2CCC1/C(=C/c1ccccn1)C(=O)/C2=C\c1ccccn1
  FEN1 inh = -1% | N370S GC = -25% | TDP1 inh = 13%
CN(C)c1ccc(/C=C/C=C2/C(=O)NC(=O)N(c3ccccc3)C2=O)cc1
  FEN1 inh = ? | N370S GC = -11% | TDP1 inh = 3%

Other results
mol	FEN1 inh	N370S GC	TDP1 inh
CN1CCc2nc(N)c(C#N)c(-c3ccccc3)c2C1	-5%	-9%	0%
Cc1nnc(NC(=O)c2cccn(Cc3cccc([N+](=O)[O-])c3)c2=O)s1	-2%	.	8%
CC1CCCCN1C(=O)Cn1cc(C=C2C(=O)N(C)C(=O)N(C)C2=O)c2ccccc21 (stereo unspecified)	-1%	3%	5%
Cc1cc(C(C#N)c2ccc(Cl)cc2)c(Cl)cc1NC(=O)c1cc(I)cc(I)c1O (stereo unspecified)	28µM*	-1%	18%
CC1(C(O)(C#CCN2CCCCC2)c2ccccc2)CCCC1 (stereo unspecified)	16%	?	0%
O=C(CN1CCCCC1c1cccnc1)c1ccccc1 (stereo unspecified)	.	-27%	17%
O=C1NC(=O)C(=Cc2ccc3c(c2)OCO3)C(=O)N1	.	-4%	1%
O=C(O)CCCc1ccc(N(CCCl)CCCl)cc1	-4%&-13%	7%	9%
O=C(NC[P+](=O)O)OCc1ccccc1	3%	-1%	0%
CNc1ccc2oc(C[C@H]3O[C@@]4(CC[C@H]3C)O[C@H]([C@H](C)C(=O)c3ccc[nH]3)[C@H](C)C[C@H]4C)nc2c1C(=O)O	?	?	17%
N#Cc1ccc(Cn2cc(C=O)c3ccccc32)cc1	12%	-3%	.
COc1ccc(Br)cc1CN1CCN(CCO)CC1	-9%	6%[2.35 µM]	-1%
Cc1ccc(OP(=O)(NC(C)c2ccccc2)Oc2ccc(C)cc2)cc1 (stereo unspecified)	-21%	-2%	5%
COC(=O)C1=C(c2ccc(F)cc2OCc2ccccc2)C[C@@H]2CC[C@H]1N2C(=O)NCc1ccccc1Cl	10%	.	1%
CCOC(=O)C1CCN(Cc2ccc(Cl)nc2)CC1	-7%	-8%	.
CN1CC(CO)=C[C@H]2c3cccc4[nH]cc(c34)C[C@H]21	.	-2%	4%[56.1 µM]
CCSC1=NN1c1cc(C)nc(N)n1	8%	-5%	.
COc1cc(/C=C/c2nc3ccccc3c(=O)n2-c2ccccc2O)ccc1O	-15%	1%	.
CC1(CCl)CN1S(=O)(=O)c1ccccc1 (stereo unspecified)	-5%	-15%	.
O=C1CC(c2c(F)cccc2Cl)c2c(c3ccccc3oc2=O)O1 (stereo unspecified)	8%	.	6%
COC(=O)C1=C(c2c(C)noc2C)C[C@@H]2CC[C@H]1N2C(=O)NCc1ccc(C(F)(F)F)cc1	-5%	.	1%
Fc1ccccc1CCNCc1cccc(Cl)c1Cl	-11%	-10%	-2%
C=C(CC1(CNP(=O)(c2ccccc2)c2ccccc2)CC1)c1ccccc1	.	21%	6%
CCN1CC2C3CCC(C)(O3)C2C1 (stereo unspecified)	7%	-7%	0%
CC[C@@H](C(N)=O)N1CCCC1=O	?	5%	3%
CCOc1ccc(-n2c(O)c(C=Nc3ccc(N4CCOCC4)cc3)c(=O)[nH]c2=O)cc1	-5%	5%[2.35 µM]	-3%
O=C(NCCO)c1nsnc1NCCCl	-4%	-6%	3%
COc1ccccc1OCCCn1cc(C(=O)C2CC2)c2ccccc21	-5%	-3%	3%
Cc1cccc(OCC(=O)N2CCN(Cc3cccnc3)CC2)c1	-3%	-12%	3%
O=[N+]([O-])c1ccc(C[n+]2c(-c3ccccc3)cc(-c3ccccc3)cc2-c2ccccc2)cc1	-10%	-9%	1%
Cc1ccsc1-c1nc(CSCC(=O)N2CCC3(CC2)OCCO3)c(C)o1	-3%	7%	5%
c1ccc2c(c1)-c1cccc3cccc-2c13	-2%	25%&21%	-9%
COC(=O)Cn1cc(C(=O)c2ccccc2F)c2ccccc21	12%	-16%	-2%
COC(=O)c1cc2c(cn1)[nH]c1ccccc12	.	-9%&-5%	8%[56.1 µM]
Cc1ccc(NC(=O)[C@@H](NC(=O)N2C[C@H]3C[C@@H](C2)c2cccc(=O)n2C3)C(C)C)cc1	6%	2%	.
CC(Cc1ccccc1Sc1ccccc1O)N(C)C (stereo unspecified)	5%	-5%	-2%
COC(=O)C1=C(c2ccccc2OCc2ccccc2)C[C@@H]2CC[C@H]1N2C(=O)NCc1cccc(F)c1	5%	.	0%

From PubChem
